# C8 TRAIL sens – caspase-8 TRAIL sensitization; NB7+C8 cells + TRAIL, ATPlite viability luminescence; inhibition (viability loss, TRAIL sensitization), % at 10 µM; actives 1% (n = 360,000); AID 624354;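 active means compounds causing at least 50% loss of cell viability in the single-dose screen, relative to plate controls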
# LRH-1 inv ag – NR5A2 inverse agonism in reporter assay. O00482. actives 0.13% (n = 360,000). inhibition, % at 3.6 µM. AID 602396. HEK293T StAR-luciferase reporter, LRH-1 transfected, 24 h;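 active means inhibition above the mean inhibition of all tested compounds plus 3 SD, cut at about 73% in these data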;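 further: 0% = DMSO wells and 100% = reporter-only cells lacking LRH-1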
# CF NFkB inh – inhibitors of cystic fibrosis induced NF-kB; KKLEB NF-kB-GFP reporter, PAF-induced, GFP fluorescence overnight; inhibition, % at 5 µM; actives 0.86% (n = 360,000); AID 588850;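 active means at least 50% inhibition at 5 µM, scaled per plate between neutral and stimulator controls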;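 further: PAF is a Pseudomonas aeruginosa culture filtrate used as stimulus; plate controls were PAF-stimulated DMSO wells for no effect and unstimulated DMSO wells for full effect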
# NCOA1 inh – inhibitors of human steroid receptor coactivator 1 (SRC1); Q15788; HEK293 GAL4-SRC1 luciferase reporter, luminescence; inhibition, % at 3.6 µM; actives 0.12% (n = 360,000); AID 588354;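 active means inhibition above the campaign mean plus 3 SD, with each screening campaign given its own cutoff, cut at about 60% in these data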;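 further: 0% = DMSO treated cells and 100% = gossypol at 36 µM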
# Target sequence (Q15788 whole entry, looked up, the tested form may be a part): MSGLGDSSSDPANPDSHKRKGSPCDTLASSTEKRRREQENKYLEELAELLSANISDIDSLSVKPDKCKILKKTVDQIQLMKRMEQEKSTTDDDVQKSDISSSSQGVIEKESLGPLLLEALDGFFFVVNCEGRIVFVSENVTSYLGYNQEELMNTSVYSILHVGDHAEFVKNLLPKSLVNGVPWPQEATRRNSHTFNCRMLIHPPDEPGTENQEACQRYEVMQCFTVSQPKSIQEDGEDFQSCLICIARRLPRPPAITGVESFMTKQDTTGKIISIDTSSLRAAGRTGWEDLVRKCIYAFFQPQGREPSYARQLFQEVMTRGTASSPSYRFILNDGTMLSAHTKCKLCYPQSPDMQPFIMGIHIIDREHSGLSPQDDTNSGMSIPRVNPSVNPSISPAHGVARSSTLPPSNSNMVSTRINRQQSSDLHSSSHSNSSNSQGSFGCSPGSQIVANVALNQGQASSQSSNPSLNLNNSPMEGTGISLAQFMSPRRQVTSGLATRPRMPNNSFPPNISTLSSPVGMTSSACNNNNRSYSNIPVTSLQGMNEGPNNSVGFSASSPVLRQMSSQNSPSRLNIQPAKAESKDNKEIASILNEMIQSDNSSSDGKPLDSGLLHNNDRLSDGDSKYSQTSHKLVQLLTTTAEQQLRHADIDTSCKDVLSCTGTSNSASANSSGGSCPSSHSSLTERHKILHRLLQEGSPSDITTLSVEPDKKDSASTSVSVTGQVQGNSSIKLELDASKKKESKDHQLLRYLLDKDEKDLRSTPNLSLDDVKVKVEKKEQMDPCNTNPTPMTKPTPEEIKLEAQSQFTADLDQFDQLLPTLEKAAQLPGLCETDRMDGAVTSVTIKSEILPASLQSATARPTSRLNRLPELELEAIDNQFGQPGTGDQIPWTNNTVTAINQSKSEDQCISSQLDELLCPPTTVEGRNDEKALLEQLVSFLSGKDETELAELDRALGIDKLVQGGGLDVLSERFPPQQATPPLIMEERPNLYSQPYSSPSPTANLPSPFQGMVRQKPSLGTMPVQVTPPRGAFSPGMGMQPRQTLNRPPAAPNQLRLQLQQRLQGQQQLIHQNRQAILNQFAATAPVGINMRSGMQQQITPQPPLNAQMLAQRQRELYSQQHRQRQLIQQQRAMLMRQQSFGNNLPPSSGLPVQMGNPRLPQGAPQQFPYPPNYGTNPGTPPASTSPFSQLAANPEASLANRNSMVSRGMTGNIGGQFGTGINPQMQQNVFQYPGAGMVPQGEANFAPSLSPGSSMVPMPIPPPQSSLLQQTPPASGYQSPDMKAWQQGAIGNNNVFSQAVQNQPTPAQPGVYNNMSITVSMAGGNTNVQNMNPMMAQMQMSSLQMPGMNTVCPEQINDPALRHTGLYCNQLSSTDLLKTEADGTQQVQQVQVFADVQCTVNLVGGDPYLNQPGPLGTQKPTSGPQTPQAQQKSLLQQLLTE
# COUP-TFII inh – inhibitors of human COUP-TFII (NR2F2) | actives 0.7% (n = 370,000) | inhibition, % at 8.6 µM | HEK293T NGFI-A luciferase reporter, luminescence;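 active means inhibition above a per-plate cutoff, mean inhibition of test wells between control levels plus 3 SD, cut at about 38% in these data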;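 further: cells cotransfected with COUP-TFII expression vector driving the NGFI-A reporter; 0% = median of COUP-TF2 test wells and 100% = reporter-only cells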
# SRC3 inh – human NCOA3 inhibition. Q9Y6Q9. HEK293 GAL4-SRC3 luciferase reporter, luminescence. inhibition, % at 3.6 µM. actives 0.17% (n = 360,000);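 active means inhibition above a per-campaign cutoff, the mean of all compounds plus 3 SD, cut at about 60% in these data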;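 further: 0% = DMSO-treated cells and 100% = gossypol-treated cells at 36 µM; higher means less SRC3-driven luciferase light from the GAL4 reporter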
# EBV LMP1 NFkB – inhibitors of Epstein-Barr LMP1-induced NF-kappaB reporter; LMP1-induced NF-kappaB luciferase reporter cells, luminescence; inhibition, % at 12.5 µM; actives 0.69% (n = 350,000); AID 504558; in the data active means inhibition above about 41%;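 further: 0% = neutral control wells and 100% = reference inhibitor control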
# Shn3 inh set2 – Schnurri-3 reporter inhibition in Clone20 osteoblasts; Clone20 osteoblast Shn3 3'UTR firefly luciferase, 24 h; inhibition, % at 12.5 µM; actives 0.52% (n = 360,000); AID 588674;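 active means mean inhibition of at least 75% with every replicate also reaching 75%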;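 further: 0% = median of neutral control wells and 100% = pilot-screen positive control compound; some compounds past the cut are filed as inactive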
# TWEAK-Fn14 inh – blocks TWEAK-Fn14 interaction in a reporter cell assay. TWEAK-stimulated Fn14 reporter cells, luciferase luminescence, 8 h. inhibition, % at 10 µM. actives 2% (n = 360,000). AID 1159606; in the data active means inhibition above about 50%
# TROY NFkB inh – TROY signaling inhibition | actives 0.98% (n = 360,000) | Q293 LMP1-TROYcd NF-kB luciferase reporter, 4 h | inhibition, % at 10 µM;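 active means compounds whose plate-normalised and pattern-corrected inhibition of the luciferase reporter signal at the single screening dose is 50% or more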
# KKLEB tox – counter-screen for CF NF-kB inhibitors: cytotoxicity. AID 602141. activity change (cytotoxicity), % at 5 µM. KKLEB CF airway cells viability, ATPlite luminescence, overnight; active compounds read low; cells stimulated with P. aeruginosa culture filtrate. actives 0.36% (n = 360,000);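 active means corrected activity change at or below -50% at 5 µM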
# An asterisk follows results filed as active; . = not tested or not shown. A portion of the library; the hit share may differ from the screen's.
SMILES,C8 TRAIL sens,LRH-1 inv ag,CF NFkB inh,NCOA1 inh,COUP-TFII inh,SRC3 inh,EBV LMP1 NFkB,Shn3 inh set2,TWEAK-Fn14 inh,TROY NFkB inh,KKLEB tox
CC(C)[C@H](NC(=O)C1CC(=O)N(c2ccc(F)cc2)C1)C(=O)N1CCCCC1 (stereo partly drawn),1,11,-30,5,-9,5,4,-16,12,-22,26
COc1ccc(CNc2nc3c(c(=O)n(Cc4ccc(Br)cc4)c(=O)n3C)n2C)cc1,32,-8,25,0,-7,11,27,34,16,34,-14
COc1ccccc1N1CCN(S(=O)(=O)c2ccccc2F)CC1,-4,7,-23,11,7,-22,-5,-19,12,2,7
O=[N+]([O-])c1ccc(Oc2cccnc2)c([N+](=O)[O-])c1,1,11,3,-6,-24,-8,-6,21,42,-2,1
COC(=O)c1cc(CNC(=O)c2ccc(S(=O)(=O)N(C)c3ccccc3)cc2)ccc1OC,-13,-18,-6,-2,11,-1,3,28,7,-1,-4
COc1ccc(C(=O)Nc2nc(C)c(C)s2)cc1OC,-3,-135,-4,-77,-33,-77,-12,-38,-26,-59,5
CCCCOC(=O)Nc1nc2ccccc2s1,18,-166,-4,-95,-32,-55,-28,-31,37,-9,-1
CCOC(=O)/C(=C\c1ccccc1)C(=O)c1cc(C(C)=O)c(Nc2ccccc2)s1,6,-1,23,5,-3,9,53*,98*,70*,34,-34
COc1ccccc1-c1noc(CCCC(=O)NC2CCCC2)n1,-13,13,3,-6,0,-5,-5,0,2,12,-3
Cc1ccc(-c2cnn3c(N4CCOCC4)cc(C)nc23)cc1,26,19,-8,0,32,13,-30,5,85*,73*,-11
CCC(=O)Nc1cccc(NC(=S)NC(=O)c2cc3ccccc3o2)c1,14,-88,-7,-114,-42,-109,-45,5,32,19,1
COc1ccccc1N1CCN(CC(=O)NCc2ccc(Cl)cc2)CC1,-10,31,-10,-19,1,-15,-6,-4,0,5,0
O=[N+]([O-])c1ccc2nc(CCCO)[nH]c2c1,12,-14,-5,-7,-10,14,-18,-1,0,19,0
CC(=O)c1c(N2CCOCC2)nc2ccc(Br)cc2c1-c1ccccc1,-9,-10,21,-4,1,2,-4,17,-7,0,-11
CCOC(=O)c1ccccc1NC(=O)c1ccc(N(C)S(C)(=O)=O)cc1,15,16,4,-2,6,11,-12,3,-14,16,-5
COc1ccc(/C=C/c2c(-c3ccc(OC)cc3)oc(=O)c3cc(OC)c(OC)cc23)cc1,-5,-5,-14,1,-12,1,0,15,-41,-2,-4
N=C1C(=O)NC(=O)C1c1ccccc1 (stereo not drawn),1,20,-9,11,-1,9,-1,-2,5,6,15
Cc1ccccc1OCc1n[nH]c(=S)n1-c1cccc(Cl)c1,-10,-4,18,-12,8,10,-1,-11,4,-2,5
O=C(NCCc1c[nH]c2ccccc12)c1ccc(S(=O)(=O)NCc2ccco2)cc1,29,28,0,2,16,17,-4,6,12,-4,-5
C#CCCC(=O)c1ccccc1/C=[N+](\[O-])c1ccccc1,-12,-3,-3,-8,14,-15,-8,-28,0,-8,-8
O=C(NCCc1cccs1)C1CC(c2cccc([N+](=O)[O-])c2)=NO1 (stereo not drawn),-10,-1,12,-9,4,-4,-5,6,-4,-10,-28
Cc1ccc(C(=O)NC(=S)NCc2ccccc2)cc1Br,9,-2,16,-29,13,2,.,-10,6,-26,-5
O=c1oc2ccc(Cl)cc2nc1/C=C(\O)c1ccco1,14,1,6,-7,-1,10,0,12,14,11,4
C=CCn1c(SCc2ccc([N+](=O)[O-])cc2)nnc1C(C)NC(=O)c1ccccc1 (stereo not drawn),6,-3,-2,-1,7,16,-14,19,11,-9,-3
c1coc(CN(Cc2cccs2)Cc2nnnn2C2CCCCC2)c1,-6,0,-5,-32,14,2,-9,6,51*,10,4
S=C(NCCCN1CCOCC1)N1CCN(c2ccccc2)CC1,-2,4,2,-12,12,1,-1,6,1,6,3
Cc1c(C)c2c(OCC(=O)NCC3CCC(C(=O)O)CC3)cc3c(c2oc1=O)CCC(C)(C)O3 (stereo not drawn),5,7,20,-1,-20,-22,.,-16,-31,-18,-12
CCc1nnc(NC(=O)CSc2nnc(-c3ccc(S(=O)(=O)N(CC)CC)cc3)n2CC)s1,-7,5,5,10,-7,7,-15,0,83*,-7,-8
CCCCCc1c(CC)ncn1CCc1ccccc1OC,17,43,.,.,9,.,.,.,1,29,.
N#CC1=C(N)Oc2cc3ccccc3cc2C1c1cccs1 (stereo not drawn),10,5,10,-4,7,3,2,6,-6,2,-12
Cc1ccc(NS(=O)(=O)c2c(C(=O)N3CCCCCC3)c(C)n(C)c2C)c(C)c1,-13,2,0,8,13,-16,3,-8,15,19,-4
COc1cccc(NC(=O)c2ccc(S(=O)(=O)N3CCCC3)cc2)c1,-1,2,1,4,4,-21,-5,-14,28,-11,-12
Cc1ccccc1NC(=O)Cn1cnc2c(oc3nc4c(cc32)CCCC4)c1=O,19,-20,3,-1,-3,-23,-2,2,-14,-5,5
COc1cc(C(=O)NCCN=C2NS(=O)(=O)c3ccccc32)cc(OC)c1OC,1,1,15,-8,-5,8,-2,-6,0,-6,-4
CCc1ccc(C(C)NC(=O)/C(C#N)=C\c2cn[nH]c2-c2ccccc2)cc1 (stereo not drawn),-4,-3,-4,-9,14,5,15,24,12,15,16
Cc1nc(-c2ccccc2)sc1C(=O)CSc1ccc(Br)cc1,-14,0,-9,17,17,22,4,0,-1,-17,7
Cc1ccc(S(=O)(=O)Cc2ccc(C(=O)O)o2)cc1,-7,16,1,-20,-17,8,-9,-4,-5,-19,10
NS(=O)(=O)c1ccc(CCNC(=O)C2CCN(C(=O)Nc3ccccc3)CC2)cc1,3,18,-32,-1,18,7,-1,-3,-12,1,9
C=CCOc1ccc(C=Nc2ccc(Cl)cc2)c(O)c1,-10,-18,2,-19,0,0,-4,17,-5,3,0
Cc1[nH]n(-c2ccc([N+](=O)[O-])cc2)c(=O)c1C=NCCN1CCN(C(=O)c2cccc(F)c2)CC1,35,0,-9,-2,0,7,4,4,4,-2,-2
O=C(CNC(=O)c1ccco1)OCC(=O)c1ccccc1,-5,9,18,-2,-24,-6,7,-10,6,1,1
O=C(COc1ccc(Cl)cc1Cl)NC1CCSC1=O (stereo not drawn),3,-107,2,-79,-45,-52,-28,-40,-4,-34,5
COc1ccccc1NC(=S)N/N=C/c1ccc(O)cc1,46,-211,-17,-108,-45,-49,-36,-53,18,-40,-1
COc1ccc(/C=C/C(=O)Nc2ccc(C(C)=O)cc2)cc1S(=O)(=O)N1CCOCC1,-17,13,7,4,12,2,-2,0,5,-7,4
CC(=O)c1c(C)[nH]c(C(=O)N2CCN(S(=O)(=O)c3ccc(F)c(F)c3)CC2)c1C,2,-7,0,3,-4,11,3,1,0,-31,8
CC(C)N(C(=O)CN1CCC(c2nc3ccccc3[nH]2)CC1)C(C)C,-10,-8,-2,-37,-11,-15,-5,3,2,3,29
CCOC(=O)C1CCN(Cc2ccc(O)c3ncccc23)CC1,12,-15,-1,-2,30,11,-16,79,-2,-20,-5
CC(C)NC(=S)N/N=C/c1ccc(N2CCOCC2)cc1,7,-103,-5,-55,-13,-53,7,7,-15,-17,4
O=C(NCc1ccccn1)c1ccc2c(=O)n(CCc3ccccc3)c(=O)[nH]c2c1,12,-21,-7,-24,-13,16,-10,-11,-9,-26,-5
O=C(NC1CCN(C(=O)c2cccs2)CC1)c1ccccc1,-17,-4,-5,-9,8,18,13,19,5,9,-1
O=C(Nc1ccccc1Cl)c1ccccc1S(=O)(=O)c1ccccc1[N+](=O)[O-],3,-10,7,-23,-8,30,5,3,8,-26,4
O=C(Nc1ccc(CN2CCOCC2)cc1)c1cccs1,33,-83,-15,-80,-63,-83,-14,-49,6,-44,-7
Cc1ccccc1-c1ccc(CN2C(C)C(=O)N(Cc3cn(Cc4ccco4)nn3)CCS2(=O)=O)cc1 (stereo not drawn),-3,3,60*,25,17,8,.,-6,-2,22,7
CCS(=O)(=O)N1CCN(S(=O)(=O)c2ccc(Cl)s2)CC1,-10,0,4,3,8,-7,8,9,7,-2,-5
COc1cccc(NS(=O)(=O)NC(=O)c2c[nH]c3ccccc23)c1,-4,-3,-42,-24,0,-39,1,-6,-1,-19,14
O=C(c1ccc2c(c1)OCO2)N1CCC2(CC1)Oc1ccc(Cl)cc1C(=O)C21CC(c2cccnc2)=NO1 (stereo not drawn),10,18,17,0,3,16,21,-8,-33,5,-4
O=c1oc2ccccc2c2c1ncn2C1CCCCC1,-10,11,-20,2,-15,6,8,3,-18,-12,-2
COCCNC(=O)COC(=O)c1ccc(S(=O)(=O)N2CCOCC2)cc1,4,12,-26,6,-15,15,-7,-18,30,-1,1
Cc1cc(C)c(NC(=O)NC(=O)c2cccc(F)c2)c(C)n1,-7,-53,6,-17,3,-23,-10,11,-11,-5,-2
Cc1ccccc1OCCC(=O)NNC(=O)c1ccccc1F,-7,13,-4,-20,-1,8,-1,-22,12,-3,-1

# 4 entries already listed, sorted by length of the SMILES, high to low:
SMILES,C8 TRAIL sens,LRH-1 inv ag,CF NFkB inh,NCOA1 inh,COUP-TFII inh,SRC3 inh,EBV LMP1 NFkB,Shn3 inh set2,TWEAK-Fn14 inh,TROY NFkB inh,KKLEB tox
O=C(c1ccc2c(c1)OCO2)N1CCC2(CC1)Oc1ccc(Cl)cc1C(=O)C21CC(c2cccnc2)=NO1 (stereo not drawn),10,18,17,0,3,16,21,-8,-33,5,-4
CCS(=O)(=O)N1CCN(S(=O)(=O)c2ccc(Cl)s2)CC1,-10,0,4,3,8,-7,8,9,7,-2,-5
Cc1ccccc1OCCC(=O)NNC(=O)c1ccccc1F,-7,13,-4,-20,-1,8,-1,-22,12,-3,-1
O=c1oc2ccccc2c2c1ncn2C1CCCCC1,-10,11,-20,2,-15,6,8,3,-18,-12,-2

# The listing continues:
SMILES,C8 TRAIL sens,LRH-1 inv ag,CF NFkB inh,NCOA1 inh,COUP-TFII inh,SRC3 inh,EBV LMP1 NFkB,Shn3 inh set2,TWEAK-Fn14 inh,TROY NFkB inh,KKLEB tox
COc1cc(C(=O)NNC(=O)C2CSC3(C)CCC(=O)N23)cc(OC)c1OC (stereo not drawn),4,-7,20,-12,-21,-15,-4,11,4,3,4
COc1ccc(C2c3ccc4ccccc4c3Oc3ncn(CCCO)c(=N)c32)cc1 (stereo not drawn),15,0,18,-8,-31,18,-3,8,-9,7,-16
CC(C)(C)c1ccccc1NC(=O)N1CCNC(=O)C1CC(=O)Nc1ccc(F)cc1 (stereo not drawn),-14,-31,-24,-16,-3,6,-2,11,-6,-1,10
COc1ccc(COC(=O)C2CC(=O)N(Cc3ccccc3)C2)cc1 (stereo not drawn),-10,10,1,5,-15,-14,-5,-31,3,-3,-2
Cc1nc(-c2ccc(Cl)cc2)sc1C1(C)CC(c2cccc(Cl)c2)=NO1 (stereo not drawn),-9,-12,-7,-17,-5,-8,4,-40,-44,-27,11
Cc1ccc2c(c1)C(c1ccccc1)C(=O)O2 (stereo not drawn),13,-11,-16,0,4,19,-2,20,-6,1,5
CC1(C(=O)NS(C)(=O)=O)CCN1C(=O)CC(c1ccccc1)c1ccccc1 (stereo not drawn),-4,24,-20,-2,-9,7,.,-8,3,6,3
